Screens as filed in PubChem BioAssay.
SR-BI HDL uptake = inhibitors of mouse SR-BI mediated HDL lipid uptake | actives 0.96% (n = 320,000) | inhibition, % at 12.5 µM | AID 488896 | Q61009 | ldlA[mSR-BI] CHO cells, DiI-HDL uptake fluorescence, 3 h;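 active = mean replicate inhibition of at least 70% and a set share of replicates each scoring 70 or more; inconclusive = meets just one of the two criteria; inactive = fails both criteria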;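 note: 0% = median of neutral control wells and 100% = median of positive control wells; values of inactives mirror those of a sister screen read the other way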
Target sequence (Q61009 whole entry, looked up): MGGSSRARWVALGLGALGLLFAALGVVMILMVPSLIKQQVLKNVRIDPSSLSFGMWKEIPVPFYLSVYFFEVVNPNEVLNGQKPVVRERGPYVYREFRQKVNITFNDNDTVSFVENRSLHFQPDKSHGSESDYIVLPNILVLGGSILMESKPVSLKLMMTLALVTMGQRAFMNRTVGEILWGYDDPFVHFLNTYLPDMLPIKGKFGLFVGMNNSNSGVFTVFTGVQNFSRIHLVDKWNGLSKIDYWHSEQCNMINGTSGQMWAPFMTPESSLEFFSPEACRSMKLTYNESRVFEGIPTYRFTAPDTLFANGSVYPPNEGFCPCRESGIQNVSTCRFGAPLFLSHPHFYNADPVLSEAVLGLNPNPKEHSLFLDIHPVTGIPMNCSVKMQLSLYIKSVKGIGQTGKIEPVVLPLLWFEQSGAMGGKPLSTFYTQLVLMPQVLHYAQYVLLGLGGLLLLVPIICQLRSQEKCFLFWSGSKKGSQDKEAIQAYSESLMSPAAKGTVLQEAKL
PvdQ acylase = P. aeruginosa PvdQ acylase inhibition. purified PvdQ acylase, fluorescence plate reader. inhibition, % at 10 µM. actives 0.063% (n = 340,000); in the data active = inhibition above about 30%, passing the limit was not always enough; inconclusive = no clear call, values can overlap the other calls;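 note: 0% = vehicle neutral wells and 100% = reference inhibitor wells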
CAL PDZ FP-1 = CAL PDZ (human) peptide binding inhibition; purified CAL PDZ, TMR-peptide fluorescence polarization, 1 h; AID 602252; Q9HD26; inhibition, % at 24.9 µM; actives 0.92% (n = 300,000);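 active = mean inhibition of at least 30% with at least half of replicates also reaching 30%; inconclusive = no clear call, values can overlap the other calls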;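 note: 0% = DMSO neutral control and 100% = excess unlabeled competitor peptide PRC23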
NSD2 inh = NSD2 (human) methyltransferase inhibition; AID 743445; O96028; inhibition, % at 12.5 µM; actives 0.54% (n = 310,000); NSD2 peptide methylation, AlphaScreen, 120 min; in the data active = inhibition above about 50%
CAL PDZ FP-2 = blocks peptide binding to human CAL PDZ domain; Q9HD26; purified CAL PDZ, TMR-peptide fluorescence polarization, 1 h; inhibition, % at 20 µM; actives 0.02% (n = 330,000); AID 504414;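 active = highest replicate inhibition of at least 40%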;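 note: plate controls were DMSO neutral control wells for no effect and unlabeled competitor peptide control wells for full effect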
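Material: tagged CAL PDZ protein CerCALP, purified; buffer or medium: sodium phosphate/NaCl buffer pH 7.4 with TCEP, IgG, Thesit; also added: fluorescent TMR peptide probe; schedule: 1 h incubation at room temperature before polarization reading; technique: fluorescence polarization from S- and P-plane intensities, G-factor corrected; control set: unlabelled peptide and DMSO controls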
dFosB act = mouse delta FosB homodimer activation; P13346; purified delta FosB, TAMRA-CDK5 oligo fluorescence polarization; percent of positive-control signal above neutral wells; activation, % at 25 µM; actives 0.99% (n = 340,000);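 active = mean activation above about 17%, with every replicate also reaching it, limit read from the data, passing the limit was not always enough; inconclusive = only one of the two conditions met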;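 note: fluorescence polarization rise as delta FosB binds a TAMRA Cdk5 AP-1 oligo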
Target sequence (P13346 whole entry, looked up): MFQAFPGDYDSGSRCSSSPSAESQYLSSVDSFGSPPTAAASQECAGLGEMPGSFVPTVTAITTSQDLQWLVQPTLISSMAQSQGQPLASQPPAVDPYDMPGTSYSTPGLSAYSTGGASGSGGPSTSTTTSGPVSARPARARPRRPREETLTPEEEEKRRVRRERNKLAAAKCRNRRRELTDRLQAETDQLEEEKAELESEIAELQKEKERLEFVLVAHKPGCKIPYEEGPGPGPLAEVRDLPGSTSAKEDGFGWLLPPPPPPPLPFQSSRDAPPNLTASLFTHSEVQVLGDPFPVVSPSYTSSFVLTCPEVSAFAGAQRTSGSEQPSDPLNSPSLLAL
Rtt109 Vps75 = blocks Candida albicans Rtt109/Vps75 acetyltransferase activity; Q5AAJ8; purified Rtt109/Vps75, ThioGlo CoA-SH fluorescence, 4 h; inhibition, % at 34.9 µM; actives 0.16% (n = 330,000); AID 540336;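 active = inhibition of at least 50% in every replicate; inconclusive = best replicate reaches 50% inhibition but some replicates fall short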
MITF act = increases MITF-driven TRPM1 promoter luciferase signal; SK-MEL-5 TRPM1-promoter luciferase, 24 h; % of positive control, neutral wells = 0; activation, % at 12.5 µM; actives 0.75% (n = 300,000);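 active = mean activation of at least 80% with every replicate also reaching 80%; inconclusive = mean reaches 80% but some replicate falls short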;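 note: 0% = neutral control wells and 100% = parthenolide positive control wells; values of inactives mirror those of a sister screen read the other way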
SR-BI uptake up = SR-BI HDL lipid transfer activation | activation, % at 12.5 µM | actives 0.096% (n = 320,000) | AID 504775 | CHO ldlA[mSR-BI] cells, DiI-HDL uptake fluorescence, 3 h; 100 = double the neutral-control signal;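 active = mean replicate activation of at least 60% and every replicate at or above 60%; inconclusive = mean or all-replicate condition met, but not both; inactive = mean below 60% and not all replicates reaching 60%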;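 note: 0% = median plate neutral-control signal and 100% = twice that signal; values of inactives mirror those of a sister screen read the other way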
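Assay system: LDL receptor-deficient CHO ldlA cells overexpressing murine SR-BI / Medium: BSA-supplemented, HEPES-buffered Ham's F12, pH 7.4 / Probe or stimulus: DiI-labelled HDL at 10 µg/mL final / Timing: compound with DiI-HDL co-incubation, 3 h at 37 °C / Technique: bottom-read cell fluorescence after medium removal, ex 550/em 595 nm / Measure: HDL uptake via cellular fluorescence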
PfHsp90 set2 = inhibits growth of yeast expressing Plasmodium falciparum Hsp90 | S. cerevisiae expressing PfHsp90, BacTiter-Glo ATP, 48 h; yeast lacking PDR1 and PDR3 efflux regulators | inhibition, % at 9.4 µM | actives 0.32% (n = 310,000);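 active = every replicate shows inhibition above about 80%, whatever the replicate mean, limit read from the data; inconclusive = mean inhibition reaches the set limit but some replicate falls short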;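 note: 0% = DMSO neutral controls and 100% = 20 µM radicicol positive controls; yeast relying on Plasmodium falciparum Hsp90 in place of its own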
* = called active by the depositor; ? = inconclusive; nt = not tested or not shown.

cpd	SMILES	SR-BI HDL uptake	PvdQ acylase	CAL PDZ FP-1	NSD2 inh	CAL PDZ FP-2	dFosB act	Rtt109 Vps75	MITF act	SR-BI uptake up	PfHsp90 set2
1	CCOc1ccccc1NC(=O)NC1CCCCCCC1	37	-4	-2	-2	-2.7	1	-4	-4	-37	2
2	COc1ccccc1CC(=O)Nc1cccc2ccccc12	-2	-12	nt	nt	-0.7	?	2	-4	2	7
3	O=C(NC(=S)N1CCCC1)c1ccccc1F	-19	-2	-2	-3	-0.2	4	3	9	19	9
4	COc1ccc(OC)c(/C=N/NC2=NS(=O)(=O)c3ccccc32)c1	-18	-18	10	-1	-0.5	-8	nt	6	18	18
5	CCN(CC)S(=O)(=O)c1ccc2oc(C(=O)NCc3ccc(F)cc3)c(C)c2c1	60	-8	3	nt	-1.0	-20	-20	-19	-60	6
6	Cc1nc(S/C(=C/c2ccc(-c3cccc(Cl)c3)o2)C(=O)O)n[nH]1	-15	-12	0	-2	1.1	-10	0	-14	15	-15
7	Cc1ccc(C(=O)NC(=S)Nc2c(C)ccc3nsnc23)cc1	9	-6	-1	2	2.0	-3	-4	-12	-9	22
8	COc1ccccc1C(=O)N/C(=C\c1cn(C)c2ccccc12)C(=O)NCCCn1ccnc1	-2	-10	-3	8	-1.5	1	15	-20	2	-26
9	COc1ccccc1C(=O)NC(C)c1ccccc1 (stereo unspecified)	1	-9	-4	-5	-1.1	-3	-12	-9	-1	-15
10	Cc1cc(/C=N/NC(N)=S)c(C)n1-c1ccc(Cl)c(Cl)c1	81*	-15	3	2	-0.8	0	nt	-29	-81	-47
11	O=C1C2C3c4ccccc4C(c4ccccc43)C2C(=O)N1/N=C/c1cccc(O)c1 (stereo unspecified)	-9	3	2	0	-1.3	-12	0	-1	9	-2
12	Cc1ccccc1CCN1CCCC(CN(C)C(=O)C(=O)c2ccco2)C1 (stereo unspecified)	-29	6	8	3	-1.6	-6	33	20	29	1
13	COc1ccc(CNC(=O)CN(c2cc(C)cc(C)c2)S(=O)(=O)c2c(C)noc2C)cc1	-6	-9	nt	nt	-0.4	-7	-5	-6	6	-17
14	CN(Cc1ccccc1)C(=O)CCS(=O)(=O)c1ccc2c(c1)n(C)c(=O)c(=O)n2C	-4	4	-1	nt	0.0	-7	22	-8	4	-6
15	CCC(=O)Nc1ccc(C2=Nn3c(nnc3C(C)C)SC2)cc1	1	-11	-1	5	0.0	-6	3	0	-1	-7
16	COC(=O)C1=C(C)N(Cc2ccc3c(c2)OCO3)C(=O)C1	4	-16	nt	2	-1.2	0	-7	13	-4	15
17	Cc1ccoc1C(=O)N1CCCCC1C(=O)O (stereo unspecified)	-19	-9	-8	10	nt	0	-6	-4	19	-2
18	CCOC(=O)N1CCN(C(=O)c2cn(C)c3ccc(S(=O)(=O)N4CCC(C)CC4)cc3c2=O)CC1	-16	-5	nt	0	-0.2	2	3	14	16	-5
19	COc1ccc2c(Cl)c(C(=O)N/N=C3\CCCC(=O)C3)sc2c1	34	-4	4	5	-0.2	-11	-5	20	-34	-3
20	O=C(NCc1nnc(SCc2ccccc2)n1-c1ccccc1)C12CC3CC(CC(C3)C1)C2	6	-12	-4	4	-2.2	-26	15	4	-6	-19
21	COc1ccc(C2C(C#N)=C(N)OC3=C2C(=O)CCC3)cc1Cn1cc([N+](=O)[O-])cn1 (stereo unspecified)	-4	-9	-3	-2	-2.5	0	-4	13	4	11
22	O=C(NCCc1ccccn1)c1cccc(S(=O)(=O)N2CCc3ccccc32)c1	3	-17	-4	-1	-2.5	2	-1	-11	-3	nt
23	O=C(O)c1ccc(NC(=S)NC(=O)c2ccc3ccccc3c2)cc1	-24	3	-5	2	-2.9	1	-5	2	24	-10
24	O=C(Cc1c(F)cccc1Cl)Nc1ccccc1C(=O)N1CCOCC1	-2	-12	-4	-1	-0.1	-1	-3	-2	2	-15
25	FC(F)Oc1ccccc1/C=N/n1cnc2ccccc21	20	15	-1	-3	-1.8	-20	nt	32	-20	29
26	O=C(CCc1nnc(Cc2c[nH]c3ccccc23)o1)NCC1CC12CCCCC2 (stereo unspecified)	-3	12	nt	4	0.0	-6	-4	6	3	3
27	CCOc1ccccc1/C=c1\sc2ncnn2c1=O	-25	-12	-2	1	-0.6	-17	-3	-18	25	nt
28	Cc1nn(-c2ccc(C(=O)O)cc2)c(=O)c2ccccc12	-48	-4	-3	16	-0.6	6	0	nt	48	nt
29	Cc1cc(C)c(NC(=O)CNC(=O)c2ccccc2OCc2c(C)noc2C)c(C)c1	5	-12	-7	nt	0.7	-6	1	0	-5	nt
30	Cc1ccc(NC(=O)Cc2nnc(SCC(=O)Nc3nncs3)n2C)c(C)c1	-13	7	-7	-5	-2.0	1	7	-2	13	12
31	C=CC[C@]12CC=CC(=O)[C@@]1(O)O[C@H](c1ccc(OC)c(OC)c1)[C@H]2C	-6	3	-1	nt	-0.2	2	9	-61	6	nt
32	COc1ccccc1CNC(=O)c1cccnc1	-22	8	-1	-1	-0.5	10	3	nt	22	8
33	Cc1cc(=O)oc(C)c1C(=O)NCc1c(F)cc(F)cc1F	-18	-11	nt	4	0.2	3	2	4	18	nt
34	Cc1cc(C)n2nc(C(=O)Nc3ccn(Cc4ccccc4C)n3)cc2n1	nt	-5	13	0	-1.5	-22	5	8	nt	6
35	CCCn1nnnc1SCC(=O)N1CCN(C(=O)c2ccco2)CC1	-3	-12	-2	-2	-3.8	0	-6	nt	3	nt
36	COc1cc(OC)c(/C=C2\SC(=O)N(CC(=O)Nc3ccccc3F)C2=O)c(OC)c1	53	-4	nt	0	0.5	23*	2	-4	-53	-35
37	NC(=O)C1CCN(C(=O)CSc2nc(O)cc(=O)[nH]2)CC1	-166	-21	-6	-2	nt	-3	-5	-8	?	2
38	CCN(CC(=O)Nc1c(F)cccc1F)C(=O)Cc1sc(C)nc1-c1ccc(F)cc1	-11	7	-2	-2	-2.7	-2	9	-1	11	19
39	CCCC(=O)Nc1nc(-c2ccccc2)c(CC)s1	8	-1	0	1	-0.3	-1	4	-12	-8	2
40	Cc1cc2oc(=O)cc(CN3CCCCC3C)c2c(C)c1Cl (stereo unspecified)	16	-15	-5	8	-1.0	-2	9	nt	-16	18
41	O=C(CCCSc1nc2ccccc2s1)NCc1ccco1	-15	-11	-8	-5	-3.4	-10	-2	nt	15	-23
42	C=CCCC(=O)NC1CC(C)(C)Cc2c1cnn2-c1cccc(F)c1 (stereo unspecified)	21	-19	6	-6	0.7	-4	-2	24	-21	-13
43	Nc1ccc(Oc2ccc([N+](=O)[O-])cc2[N+](=O)[O-])cc1	-6	6	1	2	1.0	-3	-11	-1	6	-5
44	O=C1CCC(=O)N(O)CCCCCNC(=O)CCC(=O)N(O)CCCCCNC(=O)CCC(=O)N(O)CCCCCN1	-6	-13	-2	nt	0.1	-1	-3	-14	6	6
45	C=CCNC(=O)CN1CCC(c2nc3cc(C)c(C)cc3[nH]2)CC1	-31	2	-6	-1	-2.4	2	nt	-6	31	-12
46	COc1ccc2cc3c(N)nn(C(=O)c4ccccc4Cl)c3nc2c1	nt	2	7	-5	-0.8	-3	6	-33	nt	-7
47	CCn1c2ccccc2c2nnc(SCC(=O)NCc3cccs3)nc21	8	0	5	3	-1.0	-11	-14	-11	-8	34
48	Cc1ccccc1NC(=O)c1cc2c(=O)n3cccc(C)c3nc2s1	nt	-7	1	0	-2.4	1	-1	0	nt	9
49	COc1ccccc1N(CC(=O)NCCSCc1ccccc1)S(=O)(=O)c1ccc(C)cc1	nt	-7	nt	-11	-1.1	-8	7	8	nt	9
50	CCn1nc(C)c([N+](=O)[O-])c1C(=O)NNC(=O)c1ccc(Cl)cc1	4	2	-4	2	-0.1	-7	1	-3	-4	1
51	CC1Cc2nc(SCC(=O)NCc3ccco3)n(Cc3ccccc3)c(=O)c2S1 (stereo unspecified)	-6	-5	-2	nt	-1.5	-2	4	nt	6	-11
52	O=S(=O)(Cc1ccccc1)c1nc2ccccc2n1Cc1ccccn1	5	5	2	-1	-1.3	3	3	2	-5	0
53	CCC1Sc2ccccc2N(CC(=O)NC2CCCC2)C1=O (stereo unspecified)	-9	-5	0	-5	-0.5	3	4	0	9	1
54	CCc1c(C)sc(NC(=O)C2CC2c2ccccc2)c1C(N)=O (stereo unspecified)	19	-9	1	1	-0.8	-3	9	nt	-19	20
55	COC(=O)C1SCC2C(=O)N(Cc3ccccc3)CC(=O)N21 (stereo unspecified)	-10	11	-2	0	0.4	5	-14	-7	10	10
56	COc1ccc(NC2CCCN(C(=O)c3cccc(N4CCNC4=O)c3)C2)cc1 (stereo unspecified)	-14	-13	2	1	-0.6	-3	4	-1	14	3
57	Oc1cc2c(cc1C(c1ccc(Cl)c(Cl)c1)N1CCCC1)OCO2 (stereo unspecified)	-27	-19	-4	-3	-0.4	-12	-2	-1	27	10
58	COc1ccc(OC)c(S(=O)(=O)Nc2ccccc2SC)c1	1	-13	-3	-1	-2.0	-6	-2	nt	-1	nt
59	N=C1C(c2ccccc2)=C(O)CN1NC(=O)c1ccc(Cl)cc1	-3	-24	-1	0	-1.1	-2	-9	-9	3	3
60	CCOc1ccc2nc(SCC(=O)c3ccc(Cl)s3)sc2c1	-1	9	-1	-1	1.3	8	4	3	1	nt

Next records follow.
cpd	SMILES	SR-BI HDL uptake	PvdQ acylase	CAL PDZ FP-1	NSD2 inh	CAL PDZ FP-2	dFosB act	Rtt109 Vps75	MITF act	SR-BI uptake up	PfHsp90 set2
61	Cc1ccc(Nc2nc(N)nc(CSC(=S)N3CCOCC3)n2)c(C)c1	5	-1	nt	-2	-0.2	-6	4	57	-5	-11
62	C=CCN1C(=O)/C(=C\c2cccs2)C(C(=O)OC)=C1C	-19	-5	0	2	-2.7	-9	0	nt	19	nt
63	CC(=O)Oc1ccc(C(=O)Nc2cc(C)on2)cc1	-3	-13	-1	-3	-0.8	-5	-8	nt	3	4
64	COC(=O)C1=C(C)NC(=O)C1(NC(=O)c1ccncc1)C(F)(F)F (stereo unspecified)	-39	-8	0	-2	-1.1	-1	12	5	39	-45
65	O=C(NNC(=O)c1sccc1-n1cccc1)c1cccc(Cl)c1	2	-4	-5	2	-1.6	-6	11	-7	-2	-16
66	COc1ccc(CCNC(=O)C2=CCN(S(=O)(=O)c3ccc(F)cc3)CC2)cc1OC	16	12	-4	-2	0.0	-13	9	6	-16	-11
